Assay outcomes (PubChem)
Yeast life ext = extends the lifespan of yeast. inhibition of the nicotinamide effect, % at 10 µM. actives 0.68% (n = 130,000). S. cerevisiae growth with nicotinamide, OD615; deaD strain in restrictive glucose medium;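 active = inhibition above a set limit, placed 3 SD over the median of all compounds, cut at about 26% in these data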;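 note: 0% = nicotinamide-treated wells and 100% = cells grown without nicotinamide; some compounds called inactive have numbers as strong as hits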
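Assay system: engineered S. cerevisiae DeaD replicative-lifespan strain, galactose-grown log-phase cells; Buffer or medium: CSMM-D glucose medium, restrictive; Probe or stimulus: nicotinamide 1.5 mM; Compound: single dose 10 µM compound, 0.25% DMSO; Schedule: 4 h preincubation then 48 h treatment at 30 °C; Technique: OD615 measurement.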
Phagocyt inh = blocks phagocytosis by macrophages. J774A.1 macrophage IgG-bead phagocytosis, imaging. inhibition, % at 5 µM. actives 0.07% (n = 110,000). AID 1029;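 active = inhibition above the mean of the plate negative controls plus 5 SD, cut at about 13% in these data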;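 note: phagocytic index as fraction of beads internalized from green versus red external bead signal; plate controls were DMSO negative control for no effect and cytochalasin-D positive control for full effect; some results beyond the cut were filed as inactive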
PTEN del growth = PTEN-deleted cell growth suppression; HCT116 PTEN-null viability, CellTiter-Glo, 60 h; hits give low values; actives 1.2% (n = 140,000); AID 827; viability, % at 10 µM;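 active = viability at or below a set limit, 4 SD under the median of all tested compounds, cut at about 3.7% in these data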;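 note: PTEN knockout HCT116 line with beta catenin targeted HCT116 as companion control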
GALR2 blocker = GALR2 (human) receptor antagonism; GALR2-expressing cells, antagonist mode; inhibition, % at 4 µM; actives 0.39% (n = 140,000); AID 828; in the data active = inhibition above about 27%;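 note: cells stimulated with galanin 1-16 at roughly its EC80; 0% = agonist challenge control and 100% = basal control without agonist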
Target sequence (O43603 whole entry, looked up): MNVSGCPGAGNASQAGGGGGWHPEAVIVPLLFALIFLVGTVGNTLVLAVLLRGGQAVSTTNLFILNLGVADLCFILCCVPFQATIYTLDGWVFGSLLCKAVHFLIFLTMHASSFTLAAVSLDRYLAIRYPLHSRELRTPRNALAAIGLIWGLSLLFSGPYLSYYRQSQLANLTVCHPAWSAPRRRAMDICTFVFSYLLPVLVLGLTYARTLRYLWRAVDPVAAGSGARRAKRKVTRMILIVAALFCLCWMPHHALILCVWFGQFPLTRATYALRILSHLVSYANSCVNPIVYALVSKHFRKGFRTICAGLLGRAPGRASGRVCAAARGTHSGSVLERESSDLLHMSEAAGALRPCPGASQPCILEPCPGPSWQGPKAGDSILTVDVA
E-sel TNF inh = TNF alpha driven E-selectin expression inhibition; inhibition, % at 2 µM; AID 1246; actives 0.71% (n = 120,000); HUVEC TNFa-induced E-selectin immunofluorescence, high content;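 active = inhibition above the batch mean plus 3 SD, and confirmed as a hit on visual image review, cut at about 43% in these data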;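 note: 0% = TNF-stimulated DMSO wells and 100% = unstimulated control wells; not every result past the cut was called active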
NPY Y2 blocker = antagonists of human neuropeptide Y receptor Y2; NPY-Y2 expressing cells, antagonist mode; inhibition, % at 2.7 µM; actives 0.99% (n = 140,000); AID 793; in the data active = inhibition above about 17%;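 note: 0% = vehicle with agonist challenge and 100% = reference antagonist with challenge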
Target sequence (P49146 whole entry, looked up): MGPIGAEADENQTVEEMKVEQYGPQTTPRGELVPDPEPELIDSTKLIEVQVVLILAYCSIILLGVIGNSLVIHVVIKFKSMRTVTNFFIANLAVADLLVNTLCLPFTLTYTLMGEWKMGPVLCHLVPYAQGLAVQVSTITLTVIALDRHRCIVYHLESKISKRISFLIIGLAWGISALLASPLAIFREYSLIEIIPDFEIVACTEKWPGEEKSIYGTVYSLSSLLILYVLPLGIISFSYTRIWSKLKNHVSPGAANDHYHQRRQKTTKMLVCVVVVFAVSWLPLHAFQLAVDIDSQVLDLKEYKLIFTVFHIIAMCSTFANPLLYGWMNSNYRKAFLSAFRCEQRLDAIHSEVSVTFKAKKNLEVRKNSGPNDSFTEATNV
Measles CPE = protection of cells from measles virus | protection (pct of control), % at 4 µM | Measles virus-infected cells, CPE protection, absorbance | actives 1.5% (n = 140,000); in the data active = protection mostly above about 24%, no sharp cut-off; inactive = mostly below about 26%; note: some compounds called inactive have numbers as strong as hits
MRP1 act = activates MRP-1 | H69AR cells + doxorubicin, viability rescue, CellTiter-Glo | viability increase, % at 10 µM | actives 0.61% (n = 140,000);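 active = viability gain under doxorubicin at or above a set limit, the compound median plus 3 SD, cut at about 4.7% in these data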;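 note: MRP-1 overexpressing cells given doxorubicin 25 µM after compound pretreatment; 18-22 h compound pretreatment then 72 h with doxorubicin before readout; 0% = doxorubicin-only wells and 100% = vehicle-treated cells without doxorubicin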
Yeast growth inh = reduces growth of yeast BB579 in restrictive medium; actives 0.51% (n = 140,000); S. cerevisiae BB579 growth, OD615, 48 h; inhibition, % at 10 µM;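 active = inhibition above a set limit, 3 SD over the mean compound inhibition, cut at about 44% in these data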; note: inactives centre near -24
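Test system: DeaD yeast strain BB579 / Buffer or medium: restrictive glucose-based CSMM-D medium / Doses: single 10 µM dose / Schedule: 4 h cell preincubation, 48 h compound exposure, 30 °C humidified / Technique: culture absorbance at 615 nm / Controls: amphotericin B positive control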
HCT116 bCat-KO = beta-catenin-lacking colon tumor cell growth suppression; viability, % at 10 µM; HCT116 beta-catenin knockout viability, CellTiter-Glo, 60 h; hits give low values; actives 1.5% (n = 140,000);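 active = viability at or under a set limit, the compound median less 4 SD, cut at about 6% in these data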;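 note: 0% = Hyamine 1622 control at 20 µM and 100% = untreated cell control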
Numbers without * were called inactive; . = no result given.

1	Cc1ccc(C)c(NC(=O)c2ccc[n+](Cc3ccc([N+](=O)[O-])cc3)c2)c1
2	O=C(CSCc1ccccc1Br)NC1CC1
3	CCCCCCCCCC[n+]1cccc(C(=O)N(CC)CC)c1
4	O=C(Nc1ccc(N2CCCC2)c(S(=O)(=O)Nc2cccc(C(F)(F)F)c2)c1)c1cccs1
5	CC(NCc1ccc2c(c1)OCO2)C(=O)N1CCc2ccccc21 (centres undefined)
6	CC(C)c1nc(Cl)c(C#N)c2c1CSC(C)(C)C2

assay / entry	1	2	3	4	5	6
Yeast life ext	-7	-1	3	3	1	-2
Phagocyt inh	.	-5	-3	-11	-9	-12
PTEN del growth	107	107	84	28	92	87
GALR2 blocker	-2	3	0	-1	-8	-1
E-sel TNF inh	10	.	.	.	.	.
NPY Y2 blocker	2	1	3	-3	2	6
Measles CPE	4	7	4	6	.	9
MRP1 act	-2.1	3.5	-1.9	-1.8	-1.3	0.5
Yeast growth inh	-13	-13	-43	-40	-5	-20
HCT116 bCat-KO	103	95	91	51	95	88

7	CCOc1cc(C(=O)N2CCCC2)cc(OCC)c1OCC
8	O=C1CC(N2CCCCCC2)C(=O)N1c1ccc2c(c1)OCO2 (centres undefined)
9	NS(=O)(=O)c1ccc(NC(=O)CSc2nc3ccccc3n2-c2ccccc2)cc1
10	CCc1ccc2oc(-c3cc(N)ccc3Cl)nc2c1
11	CC1CCCCC1NC(=O)CC1Oc2ccccc2NC1=O (centres undefined)
12	CCOCC(=O)Nc1nnc(SCCOC)s1

assay / entry	7	8	9	10	11	12
Yeast life ext	-4	7	13	-8	-8	-5
Phagocyt inh	2	-2	-5	0	0	-1
PTEN del growth	104	90	83	73	97	104
GALR2 blocker	13	-11	-12	11	-4	-3
E-sel TNF inh	5	.	14	-34	3	-14
NPY Y2 blocker	-1	-1	0	1	2	3
Measles CPE	7	7	4	4	6	18
MRP1 act	-0.5	-2.2	-2.9	-4.0	-1.2	-1.0
Yeast growth inh	2	-54	-40	-25	5	-1
HCT116 bCat-KO	95	72	81	80	106	95

13	COC(=O)NNC(=S)NCc1ccc(C)cc1
14	CCc1nc2oc3ccccc3c(=O)c2c(=O)n1Cc1ccccc1
15	CC(C)(C)NC(=O)CN(C(=O)CCN1CCCc2ccccc21)C(C)(C)C
16	O=C(CCSc1nnc(-c2ccco2)o1)Nc1ccccc1
17	CCC(Sc1nc(N)cc(=O)[nH]1)C(=O)NC(C(=O)OC)c1ccccc1 (centres undefined)
18	C/C(=N\NC(=O)CSCc1ccc([N+](=O)[O-])cc1)c1cccc(Br)c1

assay / entry	13	14	15	16	17	18
Yeast life ext	-5	9	-4	-15	-7	8
Phagocyt inh	-5	-1	-2	0	-6	-6
PTEN del growth	92	85	94	111	94	90
GALR2 blocker	1	5	-6	-10	1	-7
E-sel TNF inh	-12	-22	3	.	15	3
NPY Y2 blocker	2	1	2	-1	4	3
Measles CPE	8	4	8	9	8	35*
MRP1 act	0.4	-3.5	-3.3	-1.0	-0.7	0.8
Yeast growth inh	-33	-1	-25	-18	-38	-16
HCT116 bCat-KO	91	87	86	98	91	80

19	Cc1cc(C)cc(N(CC(=O)NC2CC3CCC2C3)S(C)(=O)=O)c1 (centres undefined)
20	C=C(C)CN(CC)c1nc(N)c(C#N)c(CC#N)c1C#N
21	COc1ccc(CN(C(=O)c2ccco2)C2CC(C)N(C)CC2C)cc1 (centres undefined)
22	Cc1cccc(S(=O)(=O)N2CN(Cc3ccco3)c3nc4ccccc4nc32)c1
23	CC(C)N(C(=O)COC(=O)c1ccc(O)cc1)C(C)C
24	COc1ccc(OC)c(S(=O)(=O)Nc2cc(Cl)cc(Cl)c2)c1

assay / entry	19	20	21	22	23	24
Yeast life ext	-30	-5	-8	-3	-17	.
Phagocyt inh	0	-1	0	-4	-1	.
PTEN del growth	108	80	85	82	97	94
GALR2 blocker	3	8	12	-2	3	0
E-sel TNF inh	7	.	23	-56	-13	2
NPY Y2 blocker	0	0	4	5	1	4
Measles CPE	22	8	1	-1	9	1
MRP1 act	-4.0	-1.9	-2.6	-3.1	-1.1	2.1
Yeast growth inh	4	-10	-1	-40	1	-20
HCT116 bCat-KO	103	90	100	78	112	98

25	COCc1nnc(NC(=O)c2cc(Cl)ccc2OC)s1
26	CC(C)c1nnc(NC(=O)CCC(=O)NC2CCCCCCC2)s1
27	O=C(CN1CCN(Cc2cccc(Cl)c2)C1=O)NCC1CCCO1 (centres undefined)
28	COC(=O)c1cc(NCc2ccc3c(c2)OCO3)ccc1N1CCOCC1
29	CCc1cccc(CC)c1NC(=O)C1CC(=O)N(c2ccc3c(c2)OCCO3)C1 (centres undefined)
30	Cc1ccc(OCc2nc(C#N)c(N3CCN(Cc4ccccc4)CC3)o2)cc1

assay / entry	25	26	27	28	29	30
Yeast life ext	-17	-6	-10	-10	-8	-5
Phagocyt inh	3	-3	.	-3	0	-1
PTEN del growth	88	83	91	101	90	70
GALR2 blocker	2	3	23	-5	3	-5
E-sel TNF inh	-1	-16	16	.	16	.
NPY Y2 blocker	3	1	1	2	5	41*
Measles CPE	3	9	1	23	6	15
MRP1 act	-1.1	1.5	1.7	-0.5	-1.4	2.5
Yeast growth inh	37	-48	2	-29	-25	-80
HCT116 bCat-KO	96	82	102	92	94	78

31	CCN(Cc1ccccc1)C(c1cc2ccc(C)cc2[nH]c1=O)c1nnnn1CCOC (centres undefined)
32	Cc1ccn2cc(CNC(=O)c3ccc(Br)o3)nc2c1
33	CCSc1nnc(NC(=O)C2Cc3ccccc3CN2C(=O)c2ccco2)s1 (centres undefined)
34	O=C(Nc1ccc(-c2nc3cccnc3s2)cc1)c1ccco1
35	CCc1ccc2[nH]c3nc(SCC(=O)NNC(=O)c4ccc(C(C)(C)C)cc4)nnc3c2c1
36	CC1(C)Cc2c(C#N)c(N)sc(=S)c2CO1

assay / entry	31	32	33	34	35	36
Yeast life ext	-13	-3	8	-5	-9	-10
Phagocyt inh	-2	-1	0	-1	0	.
PTEN del growth	95	104	101	71	38	105
GALR2 blocker	12	5	2	9	0	7
E-sel TNF inh	9	.	.	4	-41	-41
NPY Y2 blocker	-1	0	5	3	1	3
Measles CPE	7	8	13	0	8	21
MRP1 act	-2.3	-1.9	-2.5	-4.4	-4.0	-1.0
Yeast growth inh	-13	-2	-14	-5	-48	12
HCT116 bCat-KO	95	86	87	80	52	93

37	Cc1ccc(C)c(-n2nnnc2SCC(=O)c2ccc3c(c2)NC(=O)CO3)c1
38	CC(SC1CCCC1)C(=O)Nc1ccnn1C(C)C (centres undefined)
39	COc1ccnc(Oc2ccc3ccccc3c2)c1C#N
40	CCn1c(SCC(=O)Nc2ncc(C(F)(F)F)cc2Cl)nnc1-c1cccc(C)c1
41	O=C1CSc2nc3ccccc3n21
42	NC1(N)OC(CN2C(=O)c3ccccc3C2=O)CS1 (centres undefined)

assay / entry	37	38	39	40	41	42
Yeast life ext	-15	-10	-13	-3	-14	-5
Phagocyt inh	-1	-2	-2	-8	.	0
PTEN del growth	81	90	94	92	106	96
GALR2 blocker	-7	8	-4	-1	6	5
E-sel TNF inh	1	.	13	.	-6	-1
NPY Y2 blocker	1	2	-1	2	0	0
Measles CPE	5	9	19	4	3	3
MRP1 act	-0.1	-1.1	0.2	-0.9	0.8	-2.3
Yeast growth inh	-33	-4	-3	-34	1	-11
HCT116 bCat-KO	90	92	105	94	105	90

Three compounds out of the list, ordered by length of the SMILES, high to low:
29	CCc1cccc(CC)c1NC(=O)C1CC(=O)N(c2ccc3c(c2)OCCO3)C1 (centres undefined)
26	CC(C)c1nnc(NC(=O)CCC(=O)NC2CCCCCCC2)s1
32	Cc1ccn2cc(CNC(=O)c3ccc(Br)o3)nc2c1

assay / entry	29	26	32
Yeast life ext	-8	-6	-3
Phagocyt inh	0	-3	-1
PTEN del growth	90	83	104
GALR2 blocker	3	3	5
E-sel TNF inh	16	-16	.
NPY Y2 blocker	5	1	0
Measles CPE	6	9	8
MRP1 act	-1.4	1.5	-1.9
Yeast growth inh	-25	-48	-2
HCT116 bCat-KO	94	82	86

(listing goes on)
43	Cc1ccc(Cl)c(OCC(=O)Nc2sc(C)c(C)c2C#N)c1
44	O=C(NC1CCN(Cc2ccccc2)CC1)c1cc(-c2ccccn2)nc2ccccc12
45	COc1ccc(N(CC(=O)NN=C2CCCC2)S(=O)(=O)c2ccccc2)cc1Cl
46	CCCC(C)C(=O)Nc1nc(C)c(-c2csc(Nc3ccc(Cl)cc3)n2)s1 (centres undefined)
47	O=C(Nc1ccccn1)c1ccc(NC(=O)c2ccco2)cc1
48	CCOc1ccc(Cl)cc1S(=O)(=O)N1CCCC1

assay / entry	43	44	45	46	47	48
Yeast life ext	-2	2	-1	-8	-10	-10
Phagocyt inh	-11	-1	-7	.	0	.
PTEN del growth	76	63	98	46	85	92
GALR2 blocker	4	6	-5	2	9	-10
E-sel TNF inh	.	-40	.	23	.	13
NPY Y2 blocker	-2	3	0	10	3	6
Measles CPE	15	2	28	20	12	4
MRP1 act	-1.6	-1.3	-1.2	0.1	-3.2	-1.5
Yeast growth inh	-9	-34	-41	-54	-14	-6
HCT116 bCat-KO	77	56	93	56	89	86

49	O=C(/C=C/c1ccc(Br)cc1)c1ccc(NC2=NCCCS2)cc1
50	Cc1ccc(Cl)cc1-n1c(=O)cc(N2CC(C)OC(C)C2)[nH]c1=O (centres undefined)
51	COC(=O)NNC(=O)C1CCC(C)CC1 (centres undefined)
52	COc1cc(OC)cc(C(=O)NNC(=S)Nc2ccccc2OC)c1
53	COc1ccc(N(C(=O)c2ccco2)S(=O)(=O)c2ccc(F)cc2)cc1
54	Cc1ccccc1CNC(=O)Nc1cccs1
55	CN(C(=S)NC1=CCS(=O)(=O)C1)C1CCCCC1
56	CC/C(=N\NC(=S)Nc1cc(C)ccc1C)c1ccc(OC(F)F)cc1

assay / entry	49	50	51	52	53	54	55	56
Yeast life ext	-2	-6	2	-1	.	0	-7	-1
Phagocyt inh	-1	-1	.	2	.	.	1	-2
PTEN del growth	2.4*	102	97	102	91	101	90	85
GALR2 blocker	-5	8	-24	-3	4	4	-5	5
E-sel TNF inh	.	.	3	-1	7	-30	0	.
NPY Y2 blocker	6	2	1	7	3	0	3	8
Measles CPE	13	26	9	9	18	30	3	14
MRP1 act	-5.0	-1.7	-0.7	-2.2	-3.1	-1.0	-0.2	0.4
Yeast growth inh	-2	-13	-52	-32	-22	-39	-56	14
HCT116 bCat-KO	3.2*	102	84	98	90	105	92	81

Record cards, from the list above. Order of values: Yeast life ext	Phagocyt inh	PTEN del growth	GALR2 blocker	E-sel TNF inh	NPY Y2 blocker	Measles CPE	MRP1 act	Yeast growth inh	HCT116 bCat-KO
COc1cc(OC)cc(C(=O)NNC(=S)Nc2ccccc2OC)c1 reads -1	2	102	-3	-1	7	9	-2.2	-32	98
COc1ccc(N(C(=O)c2ccco2)S(=O)(=O)c2ccc(F)cc2)cc1 reads .	.	91	4	7	3	18	-3.1	-22	90
O=C(/C=C/c1ccc(Br)cc1)c1ccc(NC2=NCCCS2)cc1 reads -2	-1	2.4*	-5	.	6	13	-5.0	-2	3.2*
Cc1ccc(Cl)cc1-n1c(=O)cc(N2CC(C)OC(C)C2)[nH]c1=O (centres undefined) reads -6	-1	102	8	.	2	26	-1.7	-13	102
